Myeloid diff 2: promotes myeloid progenitor differentiation; calls only at 10 µM; AID 624256; 360,000 tested, 1% active; ER-HoxA9 myeloid progenitors, lysozyme-GFP differentiation, flow cytometry;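 active = normalized GFP-positive differentiation at or above the plate's own cutoff, the solvent-only control mean plus 3 SD; inconclusive = no clear call, values can overlap the other calls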;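 note: cells exposed to compound for four days before flow analysis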
HEK293 NOD2/NF-kB: NOD2 signaling inhibitors, cell-based, luminescence, uHTS, HEK293 (AID 1566); HEK293 NOD2/NF-kB luciferase reporter, luminescence; higher % means a stronger effect; 290,000 tested, 0.63% active; inhibition, % at 4 µM; hits with a dose series show EC50 in µM; note: many of its hits are not listed in these tables
KOR beta-arrestin-1: kappa opioid receptor blockers – cell-based, luminescence, uHTS (AID 1778). KOR beta-arrestin recruitment, luminescence, antagonist mode; higher % means a stronger effect. inhibition, % at 10 µM; hits with a dose series show IC50 in µM. 290,000 tested, 0.091% active; note: strong numbers were not always called active
GPR55 activation: GPR55 agonists via beta-arrestin recruitment, primary screen, imaging, U2OS cells, beta-arrestin-GFP redistribution (AID 1961). 290,000 tested, 0.048% active. U2OS GPR55 beta-arrestin-GFP redistribution imaging; higher % means a stronger effect. one-dose activation, % at 10 µM; EC50 in µM for titrated hits;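 active = activation above 40% with more than 50 cells counted in the well; inconclusive = wells holding fewer than 50 cells, flagged as toxic or sparse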;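 note: U2OS osteosarcoma cells stably expressing GPR55 and beta-arrestin-GFP; plate controls were DMSO negative control for no effect and LPI positive control for full effect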
KOR beta-arrestin-2: KOR agonists, beta-arrestin recruitment, primary screen, cell-based, luminescence, uHTS (AID 1777). KOR beta-arrestin recruitment, luminescence; higher % means a stronger effect. one-dose activation, % at 10 µM; EC50 in µM for titrated hits. 280,000 tested, 0.02% active; in the data active = activation above about 50%, passing the limit was not always enough; note: a part of the inactive calls stands beside numbers as strong as those of hits
NOD1 NF-kB reporter: NOD1 signaling inhibitors, primary screen, cell-based, luminescence, uHTS (AID 1578); NOD1-driven NF-kB luciferase reporter cells, luminescence; higher % means a stronger effect; inhibition, % at 4 µM; hits with a dose series show EC50 in µM; 290,000 tested, 1% active; in the data active = inhibition mostly above about 36%, no sharp cut-off; inactive = mostly below about 34%;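 note: HEK-293T reporter cells stimulated with the NOD1 agonist gamma-tri-DAP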
GPR55 LPI antagonism: GPR55 antagonists blocking LPI-driven arrestin recruitment, primary screen, imaging, U2OS, beta-arrestin-GFP, LPI agonist (AID 2013); one-dose inhibition, % at 10 µM; IC50 in µM for titrated hits; U2OS GPR55 beta-arrestin-GFP translocation imaging, LPI antagonism; higher % means a stronger effect; 290,000 tested, 0.13% active;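 active = spots per cell inhibited over 60%, with over 100 cells counted and total cytoplasm intensity under 500,000; inconclusive = wells with under 100 cells, flagged as likely toxic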;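 note: U2OS cells stably carrying GPR55 and arrestin-GFP stimulated by 5 µM LPI near EC80; imaged beta-arrestin-GFP aggregate spots per cell after agonist stimulation; plate controls were LPI-stimulated DMSO wells for no effect and DMSO wells without LPI for full effect; some results filed as inactive read as strong as hits; confirmed hits need IC50 under 10 µM and bright autofluorescent wells are also inconclusive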
HIV peptide binding: inhibitors of HIV fusion peptide binding, primary screen, biochemical, uHTS, fluorescence dequenching (AID 1986) | cell-free peptide binding, fluorescence dequenching, 30 min; higher % means a stronger effect | one-dose inhibition, % at 20 µM; IC50 in µM for titrated hits | 290,000 tested, 0.3% active; in the data active = inhibition mostly above about 52%, no sharp cut-off; inactive = mostly below about 76%; note: some results filed as inactive read as strong as hits
GPR35 antagonists: GPR35 antagonists blocking zaprinast-driven arrestin recruitment, primary screen, imaging, U2OS, beta-arrestin-GFP, zaprinast agonist (AID 2058). U2OS GPR35 beta-arrestin-GFP translocation imaging, zaprinast antagonism; higher % means a stronger effect. inhibition, % at 10 µM, or IC50 in µM where a hit was titrated. 290,000 tested, 0.052% active;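 active = inhibition of at least 50% with at least 30 cells and total cytoplasm GFP at most 10,000,000; inconclusive = under 30 cells or total GFP of 10,000,000 plus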
Myeloid diff 2 GFP+ MAC1+ %: recorded beside Myeloid diff 2, whose call it bears; GFP+ MAC1+ double positive, %; measured here: differentiation confirmed by MAC1 staining
An asterisk follows results filed as active; i = inactive; u = inconclusive; x = not tested or not shown; [ ] = remark or other dose. Cut-off read from the data, not from the text of the source, unless noted: active = inhibition above about 50%; inactive = the rest.

Values run as follows: Myeloid diff 2	Myeloid diff 2 GFP+ MAC1+ %	HEK293 NOD2/NF-kB	KOR beta-arrestin-1	GPR55 activation	KOR beta-arrestin-2	NOD1 NF-kB reporter	GPR55 LPI antagonism	HIV peptide binding	GPR35 antagonists
- O=c1cc(C(F)(F)F)nc(-c2ccccc2OC(F)(F)F)[nH]1
 : i	0.4	-1%	37%	0.5%	3.2%	-4%	6%	-0.1%	0%
- O=C(CSc1nc2ccccc2nc1N1CCCCC1)Nc1ccc(F)cc1
 : i	2.6	4%	-46%[20 µM]	1.3%	1.8%	-25%	12%	1.3%	7%
- O=C(c1cccc(F)c1)N1CCN(C(=O)c2cc3nc(-c4ccco4)cc(C(F)(F)F)n3n2)CC1
 : i	0.5	10%	-6%	u	-3.4%	-19%	-6%	-0.5%	-7%
- O=C(CN(Cc1ccc(F)cc1)C(=O)CCC(=O)Nc1nccs1)NCc1ccccc1
 : i	3.4	1%	22%	1.8%	-1.3%	-29%	11%	1.1%	2%
- COC(=O)C1CCN(C(=O)CCCOc2ccccc2)CC1
 : i	0.7	-51%	21%	-0.2%	-1.1%	-30%	14%	-1.4%	7%
- O=C(Nc1ccc(N2CCOCC2)c(Cl)c1)c1ccc([N+](=O)[O-])o1
 : u	x	-5%	36%[20 µM]	-0.1%	-3.1%	-4%	4%	-0.5%	-20%
- O=C(c1nc2ccccn2c1CNCCCn1ncc2ccccc21)N1CCOCC1
 : i	1.0	16%	-18%	0.7%	-3.2%	-7%	7%	-0.8%	7%
- O=C(O)CCc1ccc(-c2ccccc2)n1NC(=O)c1cccs1
 : i	1.2	-1%	-11%[20 µM]	-0.2%	-5.3%	-14%	-6%	1.1%	-5%
- CCC(C)[C@H]1CNC(=O)C(=O)N1CCCc1cc(OC)c(OC)c(OC)c1 (some centres undefined)
 : i	1.4	15%	31%	-0.1%	-3.1%	2%	1%	-0.6%	4%
- COC(=O)CN1C(=O)Nc2ccc(Br)cc2C1c1ccccc1 (centres undefined)
 : i	0.7	-9%	8%	0.1%	-4.4%	-24%	12%	1.4%	-17%
- CC(=O)N1CCC(C(=O)N2CCN(S(=O)(=O)c3ccc(Cl)s3)CC2)CC1
 : i	0.9	5%	-16%	-0.1%	6.7%	6%	-7%	-1.5%	13%
- C#CCOC(=O)CCCNc1ccc([N+](=O)[O-])cc1[N+](=O)[O-]
 : i	1.2	-11%	-24%	0.0%	-2.8%	-23%	15%	0.3%	7%
- CCc1ccc(OCc2nnc(NC(=O)c3cccs3)s2)cc1
 : i	1.1	8%	5%	-0.1%	-2.3%	8%	4%	-1.9%	6%
- O=C1CN(c2nc3nonc3nc2N2CCCCC2)CCN1
 : i	0.5	10%	-23%[20 µM]	0.1%	x	-16%	-2%	0.0%	10%
- Nc1nonc1-n1nnc(C(=O)N/N=C/c2cccc(O)c2)c1CN1CCCC1
 : x	x	-1%	-6%	-0.1%	6.3%	-25%	-8%	-1.5%	2%
- O=C(CC1C(=O)NCCN1C(=O)Nc1ccccc1)Nc1cc(Cl)ccc1Cl (centres undefined)
 : i	0.4	-8%	3%	0.2%	1.3%	-4%	18%	2.8%	1%
- CCCCn1c(N)c(N(CC)C(=O)c2cccc(F)c2)c(=O)[nH]c1=O
 : i	0.5	7%	-10%	-0.2%	5.6%	22%	10%	-0.5%	0%
- Nc1scn[n+]1Cc1cccc2cccnc12
 : i	0.2	7%	-23%	0.0%	5.5%	-7%	-6%	-1.0%	-2%
- CCOC(=O)c1ccc(Cl)c(S(=O)(=O)N2CCCC2)c1
 : i	0.2	-6%	-5%	-0.1%	1.0%	-46%	-7%	0.7%	8%
- COc1ccccc1NC(=O)CCC(=O)N/N=C(/C)c1ccc(C)cc1
 : i	0.4	15%	x	0.0%	-0.4%	-23%	2%	1.2%	-4%
- NC(=S)N/N=C/c1cc([N+](=O)[O-])ccc1Cl
 : i	0.2	5%	-8%	-0.4%	0.0%	-42%	0%	0.7%	-4%
- Cn1cc(Cl)c(-c2nc3ccccc3[nH]2)n1
 : i	0.9	-54%	x	0.2%	0.0%	-12%	7%	-1.6%	11%
- COc1ccc(C)cc1NC(=O)COC(=O)c1ccc(OCc2ccc(Cl)cc2Cl)c(OC)c1
 : i	0.2	1%	-6%	-0.2%	5.1%	-30%	7%	1.0%	1%
- O=C(CN(C(=O)CNC(=O)c1ccco1)c1ccccc1F)NC1CCCCC1
 : u	x	-12%	-41%	-0.2%	5.0%	-20%	4%	0.5%	-17%
- CCn1cc(C(=O)NC(=S)Nc2sc3c(c2C(=O)OC)CCCCCC3)cn1
 : i	0.6	20%	-17%	-0.2%	6.4%	-32%	9%	-0.8%	13%
- CC(=O)NNc1ncnc2c1cnn2-c1ccccc1
 : i	0.7	6%	14%	0.5%	-5.7%	-50%	3%	0.1%	2%
- CCOC(=O)C(C)Sc1nc(=O)n2cccc(C)c2n1 (centres undefined)
 : i	0.1	22%	4%	0.4%	-1.8%	-15%	8%	-1.6%	-12%
- CC(C)NS(=O)(=O)c1ccc(CCC(=O)Nc2cc(Cl)ccc2Oc2ccccc2)cc1
 : i	1.3	-10%	3%	-0.1%	1.7%	24%	13%	-1.5%	-20%
- O=C(CSc1nc2sccc2c(=O)[nH]1)N1CCN(c2ccccc2)CC1
 : i	0.6	4%	-14%	-0.1%	6.5%	-20%	2%	2.9%	4%
- CC(=O)Nc1cc(ON=C(C)C)cc([N+](=O)[O-])c1
 : i	0.0	5%	-12%	-0.2%	-2.2%	-35%	-1%	0.6%	-2%
- CCNC(=S)N1CCC(C(=O)c2ccc(Cl)cc2)CC1
 : i	0.6	16%	-26%[20 µM]	-0.3%	1.0%	-3%	5%	0.8%	-7%
- CCNC(=S)N/N=C/c1cccs1
 : i	0.7	-13%	-3%	-0.1%	-3.9%	-9%	-3%	-3.5%	-8%
- COc1ccc(-c2nnn(CC(=O)N(CCN3CCOCC3)C(C(=O)NC3CCCCC3)c3ccco3)n2)cc1 (centres undefined)
 : i	0.3	11%	-17%[20 µM]	-0.1%	x	-22%	-2%	-0.4%	9%
- O=[N+]([O-])c1cc([N+](=O)[O-])c(N2CCOCC2)cc1NCc1ccccc1
 : i	0.9	7%	-8%	-0.2%	-1.9%	-18%	16%	1.0%	-2%
- CN1C(=O)CSc2ccc(NC(=O)N3CCC(N4CCCCC4)CC3)cc21
 : i	6.7	-12%	-68%	0.5%	4.2%	-34%	12%	0.4%	3%
- CCC(=O)Nc1nc2ccc(NC(=O)c3cc(OC)c(OC)c(OC)c3)cc2s1
 : i	0.2	-2%	11%	0.2%	-3.3%	-11%	0%	2.1%	-1%
- c1ccc2c(c1)oc1c(NCC3CCCO3)ncnc12 (centres undefined)
 : i	0.5	-44%	-9%	0.3%	4.6%	-55%	10%	0.4%	7%
- COc1cccc(NC(=O)N2CCCC2C(=O)NCc2ccco2)c1 (centres undefined)
 : i	5.3	-11%	17%	0.5%	2.9%	-21%	4%	-0.1%	-3%
- Cc1ccc(-c2nc3ncccn3c2NC(=O)C2CC2)cc1
 : i	0.8	18%	-15%	3.3%	2.2%	7%	9%	1.1%	-8%
- C/C(=N\Nc1cc(C(F)(F)F)ccc1Cl)c1ccccc1O
 : i	0.1	-9%	-25%	-0.3%	5.2%	16%	-9%	-2.5%	-2%
- O=[N+]([O-])c1ccc(N/N=C/c2cccc(O)c2)cc1
 : i	3.5	-166%	26%	-0.1%	4.7%	-18%	3%	-1.3%	-1%
- CC1CCCCN1Cc1nc2ccccc2c(=O)[nH]1 (centres undefined)
 : i	0.3	19%	8%	0.0%	0.8%	10%	6%	0.2%	13%
- COc1ccccc1C(=O)NNC(=O)C12CC3CC(CC(C3)C1)C2
 : i	2.0	0%	-4%	-0.2%	-1.1%	-23%	2%	-0.4%	-4%
- O=C1c2ccccc2C(=O)C1c1ccc(Cl)cc1
 : i	0.2	-36%	14%	-0.1%	-4.2%	-9%	-2%	2.1%	-4%
- COC(=O)C(Cc1c[nH]c2ccccc12)NC(=O)C(C)C (centres undefined)
 : i	0.9	6%	9%	-0.1%	-2.4%	26%	16%	0.3%	14%
- N#C/C(=C\c1ccc(OCc2ccccc2)cc1)C(=O)Nc1ccc(C(=O)O)cc1
 : x	x	4%	-21%	-0.2%	0.6%	-25%	4%	13%	1%
- CCOC(=O)c1ccc(NC(=S)N2CCN(c3ccccn3)CC2)cc1
 : i	0.5	8%	5%	-0.1%	0.2%	-11%	2%	-0.7%	13%
- COc1cccc(F)c1C(=O)NC(=O)Nc1ccc2nc(C)oc2c1
 : i	0.2	7%	27%	-0.2%	6.7%	-5%	-5%	11%	12%
- CCOC(=O)/C(C#N)=C/c1c(N2CCN(Cc3ccc4c(c3)OCO4)CC2)nc2c(C)cccn2c1=O
 : i	1.2	4%	-13%	24%	-5.3%	-2%	17%	3.0%	-1%
- COc1cc(C(=O)Nc2ccc(N3CCN(C(=O)c4ccc(C)cc4)CC3)cc2)cc(OC)c1OC
 : i	0.8	15%	0%	0.6%	3.4%	21%	-13%	-0.6%	-8%
- O=c1c([N+](=O)[O-])cccn1Cc1cccc(Br)c1
 : i	0.2	7%	20%	-0.2%	-0.9%	-9%	5%	-0.2%	5%
- CCOc1ccc2[nH]c3c(N4CCC5(CC4)OCCO5)ncnc3c2c1
 : x	x	13%	-7%	0.5%	2.8%	-5%	-18%	-1.6%	21%
- Cc1ccc(C(=O)N2CCN(C3CCCCC3)CC2)s1
 : i	8.4	5%	-33%	0.2%	2.3%	-8%	6%	1.8%	11%
- O=C(Nc1ccc(F)cc1)c1ccc(=O)[nH]n1
 : i	0.4	-8%	-37%	0.0%	-1.2%	-9%	4%	-0.4%	7%
- COC(=O)c1ccc(/C=C2/SC(=S)N(CCC(=O)NCCCN3CCOCC3)C2=O)cc1
 : i	1.5	15%	-16%	-0.1%	-0.3%	-19%	1%	-2.0%	-1%

Screens (PubChem BioAssay)

Some of the compounds tested. The share of hits here may be higher or lower than overall.
